Screening data deposited in PubChem by several laboratories.
MT1-MMP txn act = activates MT1-MMP transcription. AID 750. 86,000 tested, 0.16% active. HT1080 MT1-MMP promoter luciferase reporter, luminescence, overnight; stronger effect = higher value. activation factor at 10 µM;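 active = activation factor of at least 2 for MT1-MMP transcription at 10 µM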
Mac1 fbg enh = increases human CD11b/CD18 adhesion to fibrinogen; K562 CD11b/CD18 adhesion to fibrinogen, ATPlite luminescence; 93,000 tested, 0.07% active; activation, % at 10 µM; AID 1499;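 active = 10 µM primary screen giving 50% or more activity, confirmed by 40% or more on retest at that dose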; also: strong numbers were not always called active; reference of the scale not given here
PLAP activator = human PLAP activation. activation fold at 20 µM. AID 696. P05187. purified PLAP enzyme, luminescent substrate read-out; stronger effect = higher value. 96,000 tested, 1.2% active; in the data active = activation fold above about 2
Target sequence (P05187 whole entry, looked up): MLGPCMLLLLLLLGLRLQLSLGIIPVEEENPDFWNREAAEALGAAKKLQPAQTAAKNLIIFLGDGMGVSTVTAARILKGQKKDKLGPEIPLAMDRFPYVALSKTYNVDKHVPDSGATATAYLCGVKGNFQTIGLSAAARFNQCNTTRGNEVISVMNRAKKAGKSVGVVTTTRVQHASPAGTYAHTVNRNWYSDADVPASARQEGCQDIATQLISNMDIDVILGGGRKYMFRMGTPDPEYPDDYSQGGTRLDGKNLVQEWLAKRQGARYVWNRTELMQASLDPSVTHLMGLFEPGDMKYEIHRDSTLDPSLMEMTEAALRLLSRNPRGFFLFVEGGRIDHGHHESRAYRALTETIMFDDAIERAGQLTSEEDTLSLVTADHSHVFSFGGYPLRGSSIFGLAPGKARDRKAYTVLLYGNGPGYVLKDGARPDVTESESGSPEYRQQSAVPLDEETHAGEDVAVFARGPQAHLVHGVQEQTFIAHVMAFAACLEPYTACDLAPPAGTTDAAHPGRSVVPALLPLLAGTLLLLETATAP
ERa coact inh = ER-alpha (human) coactivator binding inhibition; AID 629; TR-FRET ER-alpha LBD / SRC-1 peptide, estradiol-bound; 86,000 tested, 1.7% active; inhibition, % at 25.6 µM; P03372; in the data active = inhibition above about 50%;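 also: 0% = receptor plus peptide control and 100% = peptide only without receptor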
CD11b adhes inh = CD11b/CD18-fibrinogen binding inhibition | inhibition, % at 10 µM | K562 CD11b/CD18 adhesion to fibrinogen, ATPlite luminescence; Mn2+ added to activate the integrin | P05107+P11215 | AID 1497 | 93,000 tested, 0.54% active;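 active = primary inhibition of 50% or more at 10 µM, then 40% or more on retest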; also: some results filed as inactive read as strong as hits
E coli WT exp = E. coli BW25113 growth inhibition, expanded screen; OD600 absorbance; growth inhibition, % at 100 µM; 98,000 tested, 0.15% active;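 active = growth inhibition above about 50% at one test dose, limit read from the data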;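 also: growth measured after 20 h incubation at 37 °C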
ERb coact inh = blocks coactivator binding to human estrogen receptor beta; Q92731; TR-FRET ER-beta LBD / SRC1-Cy5 peptide binding; receptor agonist-loaded with 1 µM estradiol; inhibition, % at 25.6 µM; 86,000 tested, 1.3% active; AID 633;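 active = compounds whose percent inhibition of the receptor-coactivator binding signal exceeds about 50% in the single-dose screen, limit read from the data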;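 also: 0% = receptor plus peptide wells without compound and 100% = peptide-only wells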
Target sequence (Q92731 whole entry, looked up, the tested form may be a part): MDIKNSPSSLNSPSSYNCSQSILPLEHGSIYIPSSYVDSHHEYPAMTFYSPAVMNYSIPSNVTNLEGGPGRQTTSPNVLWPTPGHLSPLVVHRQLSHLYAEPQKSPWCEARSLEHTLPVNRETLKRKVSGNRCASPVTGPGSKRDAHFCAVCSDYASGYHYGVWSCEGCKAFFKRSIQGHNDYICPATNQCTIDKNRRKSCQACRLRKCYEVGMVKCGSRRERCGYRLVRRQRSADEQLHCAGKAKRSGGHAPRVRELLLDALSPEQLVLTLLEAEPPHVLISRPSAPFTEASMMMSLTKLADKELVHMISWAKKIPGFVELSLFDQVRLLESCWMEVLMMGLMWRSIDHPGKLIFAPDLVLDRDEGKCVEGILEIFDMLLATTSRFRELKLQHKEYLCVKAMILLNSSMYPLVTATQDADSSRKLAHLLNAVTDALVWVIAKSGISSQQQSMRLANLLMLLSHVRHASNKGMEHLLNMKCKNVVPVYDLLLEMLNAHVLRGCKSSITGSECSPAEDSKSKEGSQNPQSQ
ERa coact pot = ER-alpha (human) coactivator binding potentiation | P03372 | TR-FRET ERalpha-LBD/SRC-Cy5 coactivator binding, 2 h; 100 = basal binding, no effect | coactivator binding (% of control), % at 25.6 µM | 86,000 tested, 1.3% active | AID 639; in the data active = activity above about 200%;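 also: binding measured in presence of low estradiol as agonist stimulus; 0% = peptide alone without receptor and 100% = receptor with peptide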
FAK inh = blocks human focal adhesion kinase activity; biochemical FAK kinase activity assay; inhibition, %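 (tested at 7 µM)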; 97,000 tested, 0.84% active; in the data active = inhibition above about 19%;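 also: 0% = DMSO and 100% = reference compound high control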
The depositor's hits bear a star; . = not tested or not shown; [ ] = another dose, or the depositor's remark.

| SMILES | MT1-MMP txn act | Mac1 fbg enh | PLAP activator | ERa coact inh | CD11b adhes inh | E coli WT exp | ERb coact inh | ERa coact pot | FAK inh |
| --- | --- | --- | --- | --- | --- | --- | --- | --- | --- |
| O=C(Nc1nnc(C2CC2)s1)c1ccccn1 | 0.9 | -2 | 2.3* | 9 | 16 | 23 | 5 | 84 | -3 |
| COc1ccc2oc(/C=C/N(C)C)c(C(=O)c3ccc(Cl)cc3)c2c1 | . | 1 | 1 | . | 4 | -4 | . | . | 18 |
| CC(C)(C)c1ccc(-c2csc(NNC3=NCCCCC3)n2)cc1 | . | -5 | 1.2 | . | 89* | -1 | . | . | 2 |
| CCc1nnc(NC(=O)C(C)N2C(=O)C3C4C=CC(C4)C3C2=O)s1 (stereo unspecified) | 1.1 | -4 | 1 | -2[fluorescence artefact?] | -10 | 6 | -4 | 130 | 3 |
| O=C1CCc2cc(S(=O)(=O)N3CCCC3C(=O)N3CCN(c4ccccc4F)CC3)ccc2N1 (stereo unspecified) | 1.1 | 4 | 1 | 3 | -11 | -8 | 4[fluorescence artefact?] | 122 | -1 |
| O=C(O)Cc1ccc(-c2ccccc2-c2ccccc2)cc1 | 1 | . | . | 23 | . | . | 10[fluorescence artefact?] | 113 | -4 |
| CCOc1ccc(C(=O)N2CCN(C(=O)c3ccco3)CC2)cc1OCC | 1.2 | . | 1.1 | -3 | . | -5 | -1 | 115 | -1 |
| CN(C(=O)CSc1nnc(NC2CCCCC2)s1)C1CCS(=O)(=O)C1 (stereo unspecified) | 1.1 | 0 | 1 | 1[fluorescence artefact?] | 3 | 5 | 1[fluorescence artefact?] | 120 | 6 |
| O=C(N1CCN(CCO)CC1)N1c2ccccc2C=Cc2ccccc21 | 1.2 | -1 | 1.2 | . | -5 | -2 | . | . | 6 |
| CCN(CC)CCN1C(=O)c2oc3ccccc3c(=O)c2C1c1ccc(C)cc1 (stereo unspecified) | 1.2 | 2 | 1.5 | -1 | -9 | -6 | -3 | 105 | 7 |
| CN(C(=O)COc1ccc(C(C)(C)C)cc1)C1CCS(=O)(=O)C1 (stereo unspecified) | 1.2 | 13 | 1.3 | -14 | 0 | -11 | -3[fluorescence artefact?] | 128 | -2 |
| COc1ccccc1NC(=O)CSc1nnc(-c2ccoc2C)n1CCc1ccccc1 | 0.9 | -2 | 1.5 | -7 | -3 | 2 | -5 | 96[fluorescence artefact?] | 4 |
| Cc1cccc(CN2CCCC(C(=O)N3CCc4ccccc4C3)C2)c1 (stereo unspecified) | 1.1 | -3 | 1.8 | -13 | -4 | 3 | -7 | 94 | 2 |
| CC1CCC/C(=N/Nc2ccc([N+](=O)[O-])cc2[N+](=O)[O-])C1 (stereo unspecified) | 1.4 | -1 | 0.8 | -8 | -1 | -3 | 4 | 75 | 2 |
| COc1ccc(COC(=O)NNC(=O)c2ccccc2Cl)cc1 | 1.1 | -5 | 0.9 | -6 | 0 | 4 | -4 | 101 | 2 |
| O=C(COc1ccc2ccccc2c1)NNC(=O)[C@@H]1CCCC[C@@H]1C(=O)O | . | -3 | 1 | . | -1 | -1 | . | . | -2 |
| COc1ccc(-c2nn(C)c3sc(C(=O)N4CCOCC4)cc23)cc1OC | 1.3 | -2 | 1 | 9[fluorescence artefact?] | -18 | -12 | -2[fluorescence artefact?] | 105 | . |
| COc1ccccc1CNS(=O)(=O)c1ccc(NC(C)=O)cc1 | 1.1 | . | 0.9 | -7 | . | 5 | 2 | 125 | -4 |
| CCOc1ccccc1C1C(C#N)=C(N)Oc2cc(C)n(Cc3ccccn3)c(=O)c21 (stereo unspecified) | 1.2 | -5 | 1.3 | -1 | -21 | -7 | -6 | 109 | . |
| CCN1CCN(c2cc(C)c3cc(NC(=O)c4ccc(OC)c(OC)c4)ccc3n2)CC1 | . | 1 | 1.7 | 15 | 12 | -9 | 21 | 81[fluorescence artefact?] | 12 |
| CN=C(Nc1cc(C)nn1CCC#N)c1ccccc1 | 1.1 | 0 | 0.8 | -4 | 4 | 0 | -11 | 109 | -3 |
| COc1ccc(C/C(N)=N/OC(=O)Cc2ccc(OC)c(OC)c2)cc1 | . | -1 | 1.1 | . | -11 | 9 | . | . | -9 |
| CN(C(=O)COc1nnc(-c2cccs2)c(-c2cccs2)n1)c1ccccc1 | 1 | 2 | 1.2 | 4[fluorescence artefact?] | -8 | 6 | -13[fluorescence artefact?] | 91[fluorescence artefact?] | 0 |
| CCCC1C(C#N)=C(N)Oc2cc(C)n(C)c(=O)c21 (stereo unspecified) | 1.2 | 4 | 1.3 | 1[fluorescence artefact?] | 9 | -3 | 1[fluorescence artefact?] | 121[fluorescence artefact?] | 7 |

Record cards, from the list above. Values in the order: MT1-MMP txn act	Mac1 fbg enh	PLAP activator	ERa coact inh	CD11b adhes inh	E coli WT exp	ERb coact inh	ERa coact pot	FAK inh
Profile of COc1ccc2oc(/C=C/N(C)C)c(C(=O)c3ccc(Cl)cc3)c2c1 : .	1	1	.	4	-4	.	.	18
Profile of CN=C(Nc1cc(C)nn1CCC#N)c1ccccc1 : 1.1	0	0.8	-4	4	0	-11	109	-3
Profile of CN(C(=O)COc1nnc(-c2cccs2)c(-c2cccs2)n1)c1ccccc1 : 1	2	1.2	4[fluorescence artefact?]	-8	6	-13[fluorescence artefact?]	91[fluorescence artefact?]	0
Profile of Cc1cccc(CN2CCCC(C(=O)N3CCc4ccccc4C3)C2)c1 (stereo unspecified) : 1.1	-3	1.8	-13	-4	3	-7	94	2
Profile of CC1CCC/C(=N/Nc2ccc([N+](=O)[O-])cc2[N+](=O)[O-])C1 (stereo unspecified) : 1.4	-1	0.8	-8	-1	-3	4	75	2

Next structures.
| SMILES | MT1-MMP txn act | Mac1 fbg enh | PLAP activator | ERa coact inh | CD11b adhes inh | E coli WT exp | ERb coact inh | ERa coact pot | FAK inh |
| --- | --- | --- | --- | --- | --- | --- | --- | --- | --- |
| Cc1ccc(N2CCN(S(=O)(=O)N(C)C)CC2)cc1Cl | 1.2 | -1 | 1.1 | -8 | 2 | 8 | 4[fluorescence artefact?] | 87 | 2 |
| COc1ccc(CCNC(=O)c2cc(CC(C)C)on2)cc1OC | . | 1 | 1.2 | -2 | 1 | 9 | 4 | 110 | -4 |
| CC1(C)CC(=O)CC(C)(C)N1OC(=O)c1ccco1 | . | 2 | 0.8 | -9 | -3 | -1 | -9 | 134 | 3 |
| CC(C)C(=O)Nc1ccc2c(c1)nc(CCN1CCN(C)CC1)n2C | 1.1 | -4 | 1 | -9 | -3 | 3 | -4 | 102 | -3 |
| COc1ccc(OC)c(NC(=O)C23CCC(C)(C(=O)O2)C3(C)C)c1 (stereo unspecified) | 1.1 | 0 | 0.9 | 4 | 11 | -2 | 5[fluorescence artefact?] | 100 | 2 |
| CNC(=O)c1c[nH]n2c(=O)c(Cc3ccccc3F)c(C)nc12 | 1.2 | -2 | 1.1 | 7 | -3 | 0 | 12 | 100 | -15 |
| CCOCCc1nnc(NC(=O)c2cccs2)s1 | 1.2 | 1 | 0.9 | 1 | -29 | -6 | -3 | 90[fluorescence artefact?] | -2 |
| CCOc1ccccc1CNC(=O)c1cc2oc3ccccc3c2n1C | 1.2 | 1 | 0.8 | -1 | 30 | -8 | 0 | 109 | -1 |
| COc1ccc(CNC(C)(C)C)cc1Cl | 1.1 | . | 0.9 | -3 | . | -1 | 4 | 105 | -4 |
| c1nc(N2CCCC2)c2[nH]cnc2n1 | 1.3 | . | . | 2 | . | . | 2[fluorescence artefact?] | 108[fluorescence artefact?] | 34* |
| COc1cccc(C2=CC(c3ccc(OC)c(OC)c3OC)n3nnnc3N2)c1 (stereo unspecified) | 1.2 | 0 | 1.3 | -11 | 18 | -2 | -7 | 94 | . |
| C=CCNc1nc(Nc2ccc(-c3nc4ccccc4o3)cc2)nc(N2CCOCC2)n1 | 1.1 | -3 | 1.9 | -2 | 4 | -7 | -16 | 115 | 0 |
| O=C(NNC(=S)NC(=O)c1ccccc1[N+](=O)[O-])c1ccccc1 | 1.1 | . | . | -8 | . | . | -2 | 113 | -3 |
| CC(=O)c1ccc(C(=O)Nc2ccc(N3CCOCC3)cc2)cc1 | 1.2 | 1 | 1.1 | 7[fluorescence artefact?] | -6 | -2 | 12 | 95 | -2 |
| COc1cc(C)ccc1OCCOc1ccccc1Cl | . | 2 | 0.9 | . | -8 | 3 | . | . | 7 |
| O=C(NC1c2ccccc2-c2ccccc21)c1ccco1 | 0.9 | -4 | 1 | -13 | 0 | -1 | -14 | 98 | -2 |
| COc1ccccc1-c1nnc2sc(COc3ccc(F)cc3)nn12 | 1 | -2 | 1 | 1 | 20 | 3 | 7 | 104 | 1 |
| Cn1c(=O)[nH]c(=O)c2c1nc(CN1CCN(Cc3ccccc3)CC1)n2CC(N)=O | 1.1 | -1 | 0.9 | -1 | -60 | -1 | -8 | 117[fluorescence artefact?] | . |
| NC(=O)c1oc2ccccc2c1NC(=O)c1ccco1 | 1.1 | 0 | 1 | -1 | -28 | -5 | -11 | 101 | . |
| CCOC(=O)c1[nH]c2ccc(C)cc2c1N | 1.7 | . | . | -1 | . | 2 | -1[fluorescence artefact?] | 100 | . |
| Cc1cc(NC(=O)COC(=O)c2cccc(OCc3ccccc3)c2)no1 | 1.2 | 2 | 0.9 | -3 | 15 | 0 | 2 | 102 | 3 |
| CN(C)CCCN1C(=O)C(=O)/C(=C(/O)c2ccncc2)C1c1cccnc1 (stereo unspecified) | 1.1 | -4 | 1 | -7 | -1 | 3 | -13 | 107[fluorescence artefact?] | 3 |
| COc1ccccc1C(=O)NCc1ccc2c(c1)OCO2 | 1.1 | -4 | 0.9 | -4 | 1 | 0 | -14 | 125 | . |
| CN(C)c1nc(N)nc(CSc2nc3cc(Cl)ccc3o2)n1 | 1.4 | 8 | 1.1 | 32 | 13 | 1 | 16[fluorescence artefact?] | 132 | 3 |
| COc1cc(NS(=O)(=O)c2ccc(Br)s2)cc(OC)c1 | 1 | 6 | 1.2 | -9 | -20 | -2 | -8 | 110 | 0 |
| Cc1cc(NC(=O)CS(=O)(=O)c2cn(Cc3ccccc3Cl)c3ccccc23)no1 | 1 | -2 | 1.2 | 15 | 10 | -13 | 14[fluorescence artefact?] | 660*[fluorescence artefact?] | 5 |
| CC(=O)c1sc2nc(-c3cccs3)ccc2c1N | 1.7 | 2 | 1.1 | 14 | -26 | -14 | 9 | 75[fluorescence artefact?] | 2 |
| COc1cc(S(=O)(=O)N2CCOCC2)cc(C(=O)c2nccn2C)c1OC | 1.2 | 2 | 1.2 | 2 | -2 | -8 | 5[fluorescence artefact?] | 109 | -1 |
| Cc1ccc(N2CC(C(=O)N3CCc4ccccc43)CC2=O)cc1 (stereo unspecified) | 1.3 | 5 | 0.9 | 8 | -10 | -1 | 13 | 85 | 1 |
| COC(=O)Nc1nnc(SCc2ccc(C)cc2)s1 | 1.1 | . | . | -3 | . | . | -4 | 119 | -3 |
| CCCn1c(=O)c2c(c3ccccc31)OCC(=O)N2 | 1 | 5 | 0.8 | 6 | -4 | 3 | 14 | 93 | . |
| Cc1ccc(-c2nn(CCC(=O)NCC3CCCO3)c(=O)c3ccccc23)cc1 (stereo unspecified) | 1.1 | 0 | 1.2 | 7 | -11 | 9 | -10 | 115 | -1 |
| Cn1cnnc1SC(C(=O)Nc1cccc(C(F)(F)F)c1)c1ccccc1 (stereo unspecified) | 1.3 | 3 | 1.1 | -9 | 9 | 3 | -11 | 106 | 2 |
| O=C(O)CC1S/C(=N/N=C/c2ccc(-c3ccccc3[N+](=O)[O-])o2)NC1=O (stereo unspecified) | 1 | -1 | 1.4 | 20 | -8 | 3 | 19 | 71 | 3 |
| COc1ccc(N2CC(C(=O)NCc3ccccc3)CC2=O)cc1 (stereo unspecified) | 1.2 | -2 | 0.9 | 1 | 0 | -15 | -5 | 125 | . |
| Cc1ccc(S(=O)(=O)N2CCCC2C(=O)Nn2cnnc2)cc1 (stereo unspecified) | 1.1 | -5 | 1 | -5 | -9 | 2 | -6 | 101 | -10 |
